From PubChem
Rab9 prom act: qHTS Assay for Rab9 Promoter Activators. Huh7 Rab9 promoter-luciferase reporter, luminescence, 24 h. Potency, µM (highest dose often 9.22 µM), without a hit: top-dose activation, negative = inhibition, usual class: activators. 320,000 tested, 2.8% active; further: potency means the concentration at half of the fitted maximal effect; % of control where 0% means no effect; nearly all actives have a fitted effect of over 60% in size
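Luciferase signal after 10 min detection reagent at ambient indicates Rab9 promoter upregulation; stably transfected Huh7 cells were treated 24 h with compound in DMSO at 37 °C, 5% CO2.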
FLuc modulator: qHTS profiling assay for firefly luciferase inhibitor/activator using purifed enzyme and Km concentrations of substrates (counterscreen for miR-21 project); purified FLuc, Km substrates, luminescence inhibition; Potency, µM (series often up to 57.5 µM), without a hit: top-dose activity change, negative = inhibition, actives largely listed as inhibitors; 360,000 tested, 6.9% active; AID 588342, 2011;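 further: potency means the concentration at half of the fitted maximal effect; plate controls were vehicle for no effect and reference inhibitor for full effect; nearly all actives have a fitted effect of over 55% in size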
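Purified P. pyralis luciferase, 10 nM final, with Km-level 10 uM D-luciferin and 10 uM ATP in 50 mM Tris acetate pH 7.5, 10 mM Mg acetate, 0.01% Tween-20, 0.05% BSA; 6-point qHTS titration about 60 µM downward; luminescence read.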
BRCA1 expr act: qHTS Assay to Identify Small Molecule Activators of BRCA1 Expression; Potency, µM (series often up to 46.1 µM), for inactives: top-dose activation, most hits filed as activators; MCF7-BRCA1-FFLuc reporter, luminescence, 48 h; response scale: scaled: vehicle 0%, 10 µM genistein 100%; 380,000 tested, 1.1% active; further: potency means the concentration at half of the fitted maximal effect; nearly all actives have a fitted effect of over 80% in size; some results filed as inactive show a strong effect at the top dose
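Reporter cells (MCF7, BRCA1 promoter-firefly luciferase) received library compounds across a concentration series for 48 h. End-point luminescence was measured and concentration-effect curves derived after normalization.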
ELG1 DNA repair: qHTS screen for small molecules that inhibit ELG1-dependent DNA repair in human embryonic kidney (HEK293T) cells expressing luciferase-tagged ELG1; HEK293T ELG1-luciferase reporter, luminescence, 16 h; DNA damage induced by 5-fluorouridine; Potency, µM (series often up to 46.1 µM), for the others: at the highest dose activity change, negative = inhibition, most hits filed as inhibitors; 330,000 tested, 2.3% active; AID 504467, 2011; further: potency means the concentration at half of the fitted maximal effect; on the % scale 0 is the no-effect control and ±100 the full control effect; nearly all actives have a fitted effect of over 55% in size
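In this reporter screen, reduction of luminescence relative to DMSO vehicle indicated activity. Compounds and 5-fluorouridine were added together to 2,000 cells per well, incubated for 16 hr at 37 °C, then developed with ONE-Glo.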
NPC1 prom act: qHTS Assay for NPC1 Promoter Activators | Huh7 NPC1 promoter luciferase reporter, 24 h | 320,000 tested, 2.4% active | Potency, µM (series often up to 9.22 µM), for inactives: at the top dose activation, actives largely listed as activators | AID 485313, 2010;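 further: potency means the concentration at half of the fitted maximal effect; % of control where 0% means no effect; nearly all actives have a fitted effect of over 60% in size; reporter is driven by a mutant NPC1 promoter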
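Luminescence from an NPC1 promoter-driven luciferase reporter in stably transfected Huh7 cells was measured after 24 h compound treatment at 37 °C, followed by 10 min ambient incubation with luciferase detection reagent.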
TRPV1 ag: HTS Assay for Compounds that Act as Agonists of the Vanilloid Receptor 1; Transient receptor potential cation channel subfamily V member 1 (Homo sapiens), Q8NER1; TRPV1-expressing cells, Fluo-8 calcium influx, agonist mode; activation, % at 8.33 µM; 320,000 tested, 0.19% active; AID 540275, 2011; in the data active means activation above about 80%; inconclusive means between about 30% and that limit; further: 0% is about no effect
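TRPV1-expressing cells were cultured overnight at 35.5C and loaded with Fluo-8 calcium dye for 40 to 90 min at room temperature. After a 10 s baseline, compound was added and calcium influx was read kinetically for 3 min (ex 480/em 520 nm).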
VP16 counter: VP16 counterscreen qHTS for inhibitors of ROR gamma transcriptional activity. Drosophila S2 Gal4-VP16 UAS-luciferase, luminescence, 20 h. Potency, µM (titrated, usually from 53.6 µM), for the others: at the highest dose activity, negative = inhibition, actives largely listed as inhibitors. 310,000 tested, 3.5% active. AID 2546, 2010;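 further: Gal4-VP16 expression switched on by copper sulfate through the metallothionein promoter; potency means the concentration at half of the fitted maximal effect; on the % scale 0 is the no-effect control and ±100 the full control effect; nearly all actives have a fitted effect of over 50% in size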
Tb PFK block: qHTS Assay to Find Inhibitors of T. brucei phosphofructokinase | ATP-dependent 6-phosphofructokinase (Trypanosoma brucei brucei), O15648 | T. brucei PFK, ADP-Glo luminescence | Potency, µM (highest dose often 57.5 µM), without a hit: top-dose activity, negative = inhibition, hits mostly inhibitors | 330,000 tested, 0.17% active | AID 485367, 2010;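 further: potency means the concentration at half of the fitted maximal effect; 0% = uninhibited 1x PFK enzyme wells and -100% = no-enzyme wells; nearly all actives have a fitted effect of over 60% in size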
Target sequence (O15648 whole entry, looked up): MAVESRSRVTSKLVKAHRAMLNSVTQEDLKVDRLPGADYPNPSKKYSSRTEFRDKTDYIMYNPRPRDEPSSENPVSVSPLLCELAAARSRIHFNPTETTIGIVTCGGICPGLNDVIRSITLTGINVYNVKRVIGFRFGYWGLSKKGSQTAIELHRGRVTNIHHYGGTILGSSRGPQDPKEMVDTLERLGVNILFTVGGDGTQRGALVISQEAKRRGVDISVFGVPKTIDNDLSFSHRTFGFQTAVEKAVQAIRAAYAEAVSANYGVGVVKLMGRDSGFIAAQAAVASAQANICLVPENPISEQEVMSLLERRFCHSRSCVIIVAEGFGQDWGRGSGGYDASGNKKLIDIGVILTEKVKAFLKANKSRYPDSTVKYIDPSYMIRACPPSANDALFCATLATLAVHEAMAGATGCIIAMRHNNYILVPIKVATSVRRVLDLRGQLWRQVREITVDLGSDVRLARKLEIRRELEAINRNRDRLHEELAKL
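Luminescent ADP detection (ADP-Glo, two-step: ATP depletion then ADP-to-ATP conversion for luciferase) reported PFK activity after 45 min room-temperature reaction of 1.25 nM enzyme with 0.5 mM F6P and 0.1 mM ATP at pH 8.0.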
ELG1 genotox: qHTS screen for small molecules that induce genotoxicity in human embryonic kidney (HEK293T) cells expressing luciferase-tagged ELG1. 330,000 tested, 1.3% active. Potency, µM (titrated, usually from 46 µM), for inactives: at the top dose activity change, positive = activation, hits mostly activators. HEK293T ELG1-luciferase reporter, luminescence, 16 h; further: potency means the concentration at half of the fitted maximal effect; % of control where 0% means no effect; nearly all actives have a fitted effect of over 60% in size
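ELG1-luciferase HEK293T cells, 2,000/well; compound pinned in; 16 hr, 37 °C, 5% CO2; ONE-Glo, 30 min RT; luminescence on CCD imager.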
p53 reactivator: qHTS assay for re-activators of p53 using a Luc reporter; H1299 p53-A138V BP100-luciferase reporter, luminescence, 24 h; Potency, µM (top dose mostly 92.2 µM), inactives show at the top dose activity change, positive = activation, actives largely listed as activators; 320,000 tested, 0.063% active; AID 504706, 2011; further: potency means the concentration at half of the fitted maximal effect; % of control where 0% means no effect; nearly all actives have a fitted effect of over 45% in size
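H1299 (p53-null), stable ts p53-A138V + BP100-Luc; 1000 cells/well, Opti-MEM/10% FBS; cpd 4 pt, 1:5; 24 h, 37 deg C, 5% CO2; detection reagent 10 min RT; luminescence.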
RORgamma inh: qHTS for inhibitors of ROR gamma transcriptional activity | Nuclear receptor ROR-gamma (Mus musculus), P51450 | Drosophila S2 Gal4-RORgamma UAS-luciferase reporter, 20 h | Potency, µM (series often up to 53.6 µM), inactives show top-dose activity change, negative = inhibition, most hits filed as inhibitors | 310,000 tested, 5.4% active | AID 2551, 2010; further: potency means the concentration at half of the fitted maximal effect; on the % scale 0 is the no-effect control and ±100 the full control effect; nearly all actives have a fitted effect of over 60% in size
Target sequence (P51450 whole entry, looked up, the tested form may be a part): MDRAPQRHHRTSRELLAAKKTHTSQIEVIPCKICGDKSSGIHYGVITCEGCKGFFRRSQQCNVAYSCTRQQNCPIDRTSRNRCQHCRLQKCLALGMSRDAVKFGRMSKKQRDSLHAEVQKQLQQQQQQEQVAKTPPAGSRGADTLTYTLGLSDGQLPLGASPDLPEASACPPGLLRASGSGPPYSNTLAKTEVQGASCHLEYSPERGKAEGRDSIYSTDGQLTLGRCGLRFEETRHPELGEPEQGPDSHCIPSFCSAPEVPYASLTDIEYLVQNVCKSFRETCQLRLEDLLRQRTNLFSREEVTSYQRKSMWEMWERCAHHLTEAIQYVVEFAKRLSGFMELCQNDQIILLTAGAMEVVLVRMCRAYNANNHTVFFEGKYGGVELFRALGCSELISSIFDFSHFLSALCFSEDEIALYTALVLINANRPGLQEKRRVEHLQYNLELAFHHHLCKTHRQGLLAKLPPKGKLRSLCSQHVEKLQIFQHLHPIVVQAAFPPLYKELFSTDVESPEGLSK
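Luminescence from a UAS-regulated Photinus luciferase reporter in stably transfected Drosophila Schneider cells is measured; decreased signal marks ROR gamma inhibition. Fusion expression is induced by 700 uM copper sulfate for 20 hr.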
Starred values were filed as active, the others as inactive; ? = inconclusive; nt = no result given; & = joins results of further samples; [ ] = dose if it differs, or a comment. Unless noted, the call rests on the fitted dose curve; in most records, active means well fitted curve in the direction sought with a large enough effect; inconclusive means small, poorly fitted or top-dose-only effect, or another doubt; inactive means no such curve, though single readings can be large; an effect the other way counts as inactive or inconclusive.

SMILES	Rab9 prom act	FLuc modulator	BRCA1 expr act	ELG1 DNA repair	NPC1 prom act	TRPV1 ag	VP16 counter	Tb PFK block	ELG1 genotox	p53 reactivator	RORgamma inh
COC(=O)[C@H]1C[C@@H]1[C@H](NS(=O)(=O)c1ccccc1)c1ccccc1	-3%	3%	-17%	7%	-9%	0	1%&-2%	-13%	1%	-7%	33%&2%
O=C(O)C1C2C=CC(C2)C1C(=O)Nc1ccc(Cl)c(Cl)c1 (centres undefined)	5%	-2%	-14%	9%	-1%	1	1%	21µM*	-4%	nt	-9%
COC(=O)N/N=C\c1ccc(-c2cc(Cl)c(Cl)cc2Cl)o1	0%	-3%	-81%	-1%	-2%	0	?	3%	?	2%	?
O=C(NCCc1c[nH]c2ccccc12)/C(=C/c1cccnc1)NC(=O)c1ccccc1	-3%	-2%	4%	5%	2%	1	3%	-1%	2%	-5%	12%
COc1cc2c(cc1OC)CN(CC(=O)Nc1ccc(C)cc1)CC2	5%	0%	-13%	?	0%	-3	-4%	3%	7%	1%	-12%
COc1ccc2oc(=O)c(-c3ccccc3C(=O)N3CCOCC3)cc2c1	-2%	2%	-23%	-5%	-4%	-2	1%	2%	0%	1%	8%
CCC(=O)N1N=C(c2cccs2)CC1c1ccc(C)cc1 (centres undefined)	-1%	2%	-3%	9%	-1%	9	4%	-1%	2%	-4%	5%
CCOC(=O)CNC(=O)N1CCCC(C(=O)c2cc(C)c(OC)c(C)c2)C1 (centres undefined)	-3%	1%	-21%	-13%	-2%	6	-3%	4%	2%	nt	0%
C=C(C)C(=O)N1CC2(CC(c3cccc(NC(=O)CC)c3)=NO2)C[C@H]1C(N)=O (some centres undefined)	-10%	-1%	-2%	15%	-5%	0	6%	2%	3%	-1%	2%
CCOC(=O)C1CCN(C(=O)CN(c2cc(Cl)ccc2OC)S(=O)(=O)c2ccccc2)CC1	0%	5%	-34%	0%	-11%	-2	-12%	1%	0%	-3%	1%
COc1ccc(S(=O)(=O)N(CC(=O)N2CCCC2)Cc2ccccc2)cc1	0%	0%	-12%	4%	0%	0	11%	3%	0%	-5%	3%
O=C(CNCc1ccco1)Nc1cc(S(=O)(=O)N2CCOCC2)ccc1N1CCOCC1	nt	nt	-11%	4%	nt	nt	nt	-4%	0%	7%	nt
CC1CCCCN1c1nnc(NC(=O)c2cc(-c3ccc(Br)cc3)on2)s1 (centres undefined)	1%	-18%	7%	-11%	0%	4	?	0%	-18%	8%	?
COc1cc(OC)cc(C(=O)NC(=S)N(Cc2ccccc2)C(C)C)c1	-5%[1.84 µM]	1%	-20%	?	-4%	-3	0.89µM*	-4%	-11%	0%	0.5µM*
COc1ccc(OCC(O)CNS(=O)(=O)c2cccs2)cc1 (centres undefined)	-4%	-6%	8%	-2%	-7%	-5	-13%	-1%	-3%	-2%	-21%
COc1ccc2cc(S(=O)(=O)N3CCCC(C)C3)ccc2c1 (centres undefined)	-1%	-2%	0%	?	-1%	6	6%	0%	-13%	2%	4%
CCN(CC(=O)N1CCCCC1)S(=O)(=O)c1ccccc1	9%	1%	3%	0%	3%	1	-2%	1%	4%	7%	-19%
CSCC(=O)N1CCCC(N2CCN(c3cccc(C(F)(F)F)c3)CC2)C1 (centres undefined)	9%	-1%	-20%	-10%	19%	6	3%	0%	-6%	nt	-22%
CC(=O)c1cc(Cl)ccc1OC(=O)c1ccco1	-4%	1%	21%	12%	3%	-2	3%	-1%	3%	0%	-13%
Cc1ccc(C(=O)N2CCCC(C(=O)Nc3cccc(-c4ccc(F)cc4)c3)C2)cn1 (centres undefined)	-4%	?	-7%	0%	0%	0	0%	4%	-2%	2%	37%
O=C(NC1CCCCC1)c1cc(N2C(=O)CCC2=O)ccc1Cl	7%	1%	18%	?	-2%	2	0%	-11%	-3%	1%	-2%
Cc1cc(OCC(=O)NNC(=O)c2cccnc2)cc(C)c1Cl	0%	-2%	-2%	?	-2%	8	2%	1%	3%	4%	26%
O=C(Cn1c(=O)oc2ccccc21)N1CCCCC1	1%	1%	-1%	11%	-2%	-4	-16%	-3%	2%	12%	18%
COC(=O)c1ccc(C2NC(=O)c3c(sc(C)c3C)N2)cc1 (centres undefined)	3%	?	-13%	1%	-3%	nt	-1%	8%	2%	1%	10%
O=S(=O)(NC1CCCC1)c1cccc(-c2nnc(-c3ccccc3)o2)c1	7%	?	-25%	?	0%	-6	-12%	5%	-6%	-1%	-10%
COc1ccc(-c2nsc3c(N4CCCCC4)ncnc23)cc1	?	0.085µM*	-81%[inhibitor]	?	?	-3	?	2%	?	14%	1.1µM*
CN(C)CCNc1nc(-c2ccccc2)nnc1C(F)(F)F	-7%	2%	-11%	10%	-3%	-3	-8%	-4%	0%	-3%	1%
CNC(=O)CSc1nnc(-c2ccco2)n1-c1cc(C)ccc1C	2%	7%	1%	27%	1%	1	-8%	0%	5%	nt	1%
COc1cccc(OCC(O)CN2CCN(CCO)CC2)c1 (centres undefined)	-7%	-2%	6%	14%	-5%	-1	-7%	0%	0%	-10%	?
Cc1ccc(Nc2ccc(C(N)=O)cc2[N+](=O)[O-])cc1	6%	-14%	32%	-8%	7%	2	?	-2%	-1%	20%	?
O=C(Nc1ccc(F)cc1)C1CCN(S(=O)(=O)c2ccc3[nH]c(=O)oc3c2)CC1	2%	2%	1%	?	-1%	3	5%	-1%	5%	6%	7%
Cc1cc(C)n(-c2ccc([N+](=O)[O-])cc2-c2nn[nH]n2)n1	-4%	-10%	17%	16%	-1%	1	2%	3%	2%	1%	0%
Cc1cc(C(=O)N/N=C/c2sc(N3CCOCC3)nc2-c2ccccc2)c(C)o1	-3%	-3%	-31%	?	-3%	1	1%	-3%	-4%	1%	?
CCC(=O)N(Cc1cc(=O)[nH]c2ccccc12)c1ccc(C)cc1C	-6%	-1%	-15%	-5%	-2%	0	-3%	-7%	2%	1%	16%
COc1ccc(S(=O)(=O)NCc2cccnc2)cc1C(=O)NC1CCCCC1	-4%	0%	-15%	-10%	6%	2	nt	0%	-3%	nt	nt
COc1ccc(C)cc1NCc1ccc(OC)c(C)c1OC	0%	3%	-14%	-7%	-3%	5	9%	-9%	-10%	nt	-21%
CC(=O)Nc1cccc(-c2csc(Nc3ncccn3)n2)c1	1.6µM*	2.1µM*	nt	?	3.2µM*	-2	7%	1%	?	5%	39%
COc1ccc(C2C(C(C)=O)=C(Nc3ccccc3)CC(C)(O)C2C(C)=O)cc1OC (centres undefined)	-1%	-1%	-5%	2%	3%	-3	-6%	-1%	2%	-17%	-7%
Cc1nc2c(C(=O)NCc3ccc(F)cc3)c[nH]n2c(=O)c1Cl	10%	-19%	-16%	22%	5%	0	8%	7%	0%	3%	4%
Cc1ccc(S(=O)(=O)N2CCN(C(=O)COC(=O)c3ccc(Cl)nc3)CC2)c(C)c1	-4%	2%	1%	-1%	-11%	-6	nt	5%	-2%	-2%	nt
CCc1[nH]c(=O)c(C#N)c2c1CSC(C)(C)C2	3%	-1%	0%	18%	-1%	2	-17%	0%	7%	-1%	-7%
Cc1nn(C2CCS(=O)(=O)C2)c(Cl)c1/C=C/C(=O)OCC(N)=O (centres undefined)	-3%	0%	0%	18%	-2%	nt	1%	0%	-1%	-1%	-1%
O=C(CNC(=O)c1cccs1)NC1=NCCS1	0%	-14%	15%	?	0%	0	-23%	2%	0%	22%	-18%
CCCCNC(=S)N(Cc1c(C)noc1C)c1ccccc1	0%	0%	-19%	?	0%	?	-4%	-1%	16%	17%	-1%
